HEK293 NFkB inh – inhibitors of PMA/ionomycin-induced NF-kB reporter, primary screen, antigen receptor NF-kB inhibitor project, cell-based, HEK-293 luciferase reporter, luminescence. HEK-293 NF-kB luciferase reporter. inhibition, % at 3 µM. 62,000 tested, 0.21% active. AID 465, 2006;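 active = inhibition above the mean of all tested compounds plus 3 SD, cut at about 40% in these data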;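 also: 0% = stimulated DMSO wells and 100% = 10 µM reference inhibitor 5653914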
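Reagent: PMA plus ionomycin mix as NF-kB-activating stimulus. Assay system: NF-kB luciferase reporter HEK-293 cells. Technique: luminescence from luciferase substrate reagent. Incubation: 1 h compound pre-incubation, 16 h PMA/ionomycin at 37 °C. Benchmarks: DMSO only as uninhibited control, 10 µM reference inhibitor as full inhibition. Repeats: tested once.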
S1P3 ag – human S1P3 receptor agonists, primary screen, cell-based, primary and confirmation, NFAT-BLA reporter; Sphingosine 1-phosphate receptor 3 (Homo sapiens), Q99500; S1P3 NFAT-BLA reporter cells, agonism, FRET ratio; relative to 1 µM S1P, basal subtracted; activation, % at 4.5 µM; 60,000 tested, 0.1% active;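 active = activation above the screen-wide mean plus 3 SD, cut at about 4.5% in these data, passing the limit was not always enough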; also: some compounds called inactive have numbers as strong as hits
Target sequence (Q99500 whole entry, looked up): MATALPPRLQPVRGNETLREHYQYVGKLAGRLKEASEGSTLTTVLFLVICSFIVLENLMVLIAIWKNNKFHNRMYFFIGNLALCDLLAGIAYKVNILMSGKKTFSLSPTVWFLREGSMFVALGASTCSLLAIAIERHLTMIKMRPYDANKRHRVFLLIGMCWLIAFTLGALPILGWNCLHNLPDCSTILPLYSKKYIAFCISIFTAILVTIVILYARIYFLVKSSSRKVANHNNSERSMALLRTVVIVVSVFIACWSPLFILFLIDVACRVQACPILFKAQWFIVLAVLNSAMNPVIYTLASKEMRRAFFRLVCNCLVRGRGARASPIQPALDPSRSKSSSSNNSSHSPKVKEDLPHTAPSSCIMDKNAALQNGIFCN
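Assay system: CHO cells stably expressing human S1P3, Gα16 and NFAT-β-lactamase reporter. Timing: overnight plating, 4 h compound 37 °C, 2 h substrate RT. Signal: β-lactamase FRET emission ratio 460/535 nm. Measure: percent activation versus median 1 µM S1P response, basal-subtracted, per plate. Repeats: primary screen single test, confirmation screen in triplicate.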
M1 ag – M1 muscarinic receptor agonists, primary screen, CHO-M1 cells, Fluo-4 calcium, agonist mode. Fluo-4 calcium fluorescence; hits give high values. AID 626, 2007. 64,000 tested, 3% active. B-score at 10 µM. Muscarinic acetylcholine receptor M1;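 active = fluorescence rise, raw or as B-score row- and column-corrected plate score, outside the 99.7% band of its plate's samples, either direction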
Jurkat viability – cytotoxicity toward Jurkat T cells, primary screen, cytotoxicity control, cell-based, Jurkat E6.1, 60K MLSMR library; Jurkat E6.1 viability, ATP luminescence, 48 h; inhibition, % at 4 µM; 56,000 tested, 1.2% active; AID 463, 2006;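 active = inhibition above the mean inhibition of all tested compounds plus 3 SD, cut at about 28% in these data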
HTR1E antagonist – 5-HT1E receptor antagonists, primary screen, cell-based, HTS. 5-hydroxytryptamine receptor 1E (Homo sapiens), P28566. CHO 5-HT1E Ga15 NFAT-bla reporter, FRET, antagonist. inhibition, % at 6 µM. 65,000 tested, 0.99% active. AID 571, 2007;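 active = inhibition above a set limit, the mean inhibition across every tested compound plus 3 SD, cut at about 29% in these data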;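 also: signal is the 460 over 535 nm emission ratio of beta-lactamase substrate; 0% = agonist plus DMSO wells and 100% = wells without agonist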
Target sequence (P28566 whole entry, looked up): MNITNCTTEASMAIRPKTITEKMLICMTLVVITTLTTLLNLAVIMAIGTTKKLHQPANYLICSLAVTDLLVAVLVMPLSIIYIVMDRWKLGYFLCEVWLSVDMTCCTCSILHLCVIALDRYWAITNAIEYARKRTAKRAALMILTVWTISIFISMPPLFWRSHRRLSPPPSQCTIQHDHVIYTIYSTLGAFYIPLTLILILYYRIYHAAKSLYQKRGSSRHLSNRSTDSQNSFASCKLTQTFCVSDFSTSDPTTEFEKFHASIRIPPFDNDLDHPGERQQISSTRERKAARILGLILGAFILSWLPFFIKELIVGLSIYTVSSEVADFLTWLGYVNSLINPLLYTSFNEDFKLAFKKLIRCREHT
Her2 expr inh – inhibitors of Her2 protein expression, primary screen, SKBR-3 cells, AlphaScreen, 66K library; Receptor tyrosine-protein kinase erbB-2 (Homo sapiens), P04626; SKBR-3 HER2 protein level, 18-24 h; hits give low values; HER2 level % of control, % at 10 µM; 65,000 tested, 0.69% active; AID 645, 2007;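 active = HER2 level under 5% of the carrier-only control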;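 also: 100% = DMSO carrier and 0% = 500 nM PU-H71 HSP90 inhibitor; lower value means stronger loss of Her2 protein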
S1P1 ag pot – S1P1 agonists and agonism potentiators, primary screen, cell-based, primary and confirmation screens, CRE-bla reporter. 56,000 tested, 0.57% active. S1P1 CRE-bla cells, forskolin, beta-lactamase FRET, potentiator mode; S1P1 agonist co-added at EC20, 2 nM; 100% = saturating reference agonist, 0% = basal. activation, % at 9.5 µM;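 active = activation above a cutoff set at the mean activation of all tested compounds plus 3 SD, cut at about 54% in these data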;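 also: forskolin at 4 µM as EC80 and the EC20 agonist is SEW2871; 100% = SEW2871 at its EC100 plus forskolin at EC80; some compounds past the cut are filed as inactive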
M1 antagonist – antagonists of rat M1 muscarinic receptor | CHO-M1 cells, Fluo-4 calcium, ACh EC80 antagonist mode; hits give low values | B-score at 10 µM | 64,000 tested, 3.4% active | AID 628, 2007;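 active = calcium fluorescence response, raw or row-and-column corrected B-score, differing from the plate sample mean either way at a set confidence level, mostly lower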
HTR1E agonist – 5-HT1E receptor agonists, primary screen, cell-based, HTS; 5-hydroxytryptamine receptor 1E (Homo sapiens), P28566; CHO 5-HT1E Ga15 NFAT-bla reporter, FRET; 0% DMSO wells, 100% control agonist wells; activation, % at 6 µM; 65,000 tested, 0.69% active;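 active = activation above a set limit, the screen-wide mean activation plus 3 SD, cut at about 8.5% in these data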;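 also: 100% = positive control agonist at 1 µM giving full maximal response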
* = called active by the depositor; nt = not tested or not shown. Compounds as they come. About 9.2% of those tested had a hit in this group.

SMILES	HEK293 NFkB inh	S1P3 ag	M1 ag	Jurkat viability	HTR1E antagonist	Her2 expr inh	S1P1 ag pot	M1 antagonist	HTR1E agonist
CCOC(=O)Nc1sc(=S)n(C)c1C	20	-0.6	-0.75	4	4	106	14	0.96	-0.7
CCOC(=O)c1[nH]c(C)c(C(=O)Nc2ccc(Cl)cc2)c1C	-4	-1.0	-0.18	4	-3	116	4	-0.68	0.7
Cc1nc2cc(C(=O)NCCN3CCOCC3)ccc2n1-c1ccc(F)cc1F	18	-0.1	-0.45	5	-5	77	-29	0.55	1.1
C=CCNC(NC(=O)c1ccccc1)(C(=O)OCC)C(F)(F)F (centres undefined)	10	-1.4	-0.87	10	15	105	4	-0.04	-0.9
CCCCC(c1nnnn1C1CCCC1)N1CCN(C(=O)c2ccco2)CC1 (centres undefined)	14	0.0	-0.54	-4	-3	107	-4	-0.18	-0.2
CCOC(=O)C1CCN(C(=O)Nc2ccc(Cl)cc2)CC1	-7	-0.7	0.0039	2	1	100	-11	-0.003	-0.6
CCOC(=O)c1[nH]c2ccccc2c1NC(=O)CC(C)C	4	-1.5	-0.15	-6	-2	71	1	-2.2	0.8
Cn1c(Cn2nnc3ccccc32)nnc1SCC(=O)N1c2ccccc2CCc2ccccc21	17	-1.1	nt	6	2	90	-108	nt	0.1
COc1ccc(Oc2ncnc3c2oc2ccc(Br)cc23)cc1	9	-1.0	nt	-6	-3	80	-5	nt	1.0
Clc1ccccc1C(c1nnnn1Cc1ccco1)N1CCN(Cc2ccco2)CC1 (centres undefined)	17	-0.3	-0.8	-4	0	103	4	-1.2	0.0
Cc1nc(Nc2cccc(C(F)(F)F)c2)nc2c1C(=O)CC(C)C2 (centres undefined)	2	-0.2	0.54	-2	1	79	nt	0.64	-0.9
COc1cc(C(=O)Nc2cc(Cl)ccc2C)c(-n2cnnn2)cc1OC	19	0.2	0.042	-5	-3	86	18	0.78	1.4
CC1CCCCN1Cc1nc2c(c(=O)n(C)c(=O)n2C)n1Cc1cccc2ccccc12 (centres undefined)	11	-1.1	-0.46	-5	-2	97	-10	0.64	-0.4
O=C(CN(C(=O)CCC(=O)Nc1nccs1)c1ccc2c(c1)OCO2)NCC1CCCO1 (centres undefined)	16	0.6	1.1	-5	-9	95	6	1.5	2.0
CCOc1cc(C(=O)N2CCN=C2SC)cc(OCC)c1OCC	14	-0.6	-0.049	4	-8	116	5	-0.12	0.5
CCOC(=O)C1CCCN(c2nc3ccccc3nc2C(C#N)C(=O)NCc2ccccc2)C1 (centres undefined)	30	-1.7	21*	-5	3	98	-6	0.026	0.5
CCO/C=C/C(O)(CNC(=O)COc1ccccc1F)C(F)(F)F (centres undefined)	19	-0.7	0.37	-2	-15	81	2	1.3	0.1
COc1cccc(Nc2nnc(SCC(=O)N3CCOCC3)s2)c1	9	0.5	-0.038	-6	1	116	9	0.36	-0.5
O=C(Nc1ccc2nc(-c3ccc(Br)o3)[nH]c2c1)c1cccs1	12	0.4	1.2	11	10	80	-10	-0.4	-0.9
Cc1ccc(OCCC(=O)OCC(=O)C(C)(C)C)cc1	-4	0.0	0.4	-1	-2	91	-3	-0.9	-0.5
O=C(O)CCCCCNc1nc2ncn(Cc3ccccc3)c2c(=O)[nH]1	-6	-1.4	0.3	4	7	82	22	-0.3	0.5
Cc1cc2c(c(N3CCOCC3)n1)C(=O)OC2	8	nt	-0.21	nt	-1	112	nt	0.89	0.3
O=C(OC(C(=O)NCc1cccs1)c1ccccn1)c1cccs1 (centres undefined)	1	nt	0.092	nt	6	123	nt	0.18	-0.1
COc1ccc(C2C3=C(Nc4ncnn42)c2ccccc2CCC3)cc1 (centres undefined)	24	nt	-0.32	nt	2	70	nt	0.36	-1.5
COCCn1c(SCC(=O)N2CCc3ccccc32)nc2c(c1=O)SC(C)C2 (centres undefined)	18	-1.7	1.1	6	1	113	5	-0.28	0.3
COCCOC(=O)C1=C(C)NC(=O)NC1c1cn(-c2ccccc2)nc1-c1cccs1 (centres undefined)	8	1.7	11*	-3	-3	101	7	-2.1*	0.5
Cc1cc(C(=O)NCC(c2ccco2)N(C)C)no1 (centres undefined)	11	nt	0.89	nt	-5	nt	nt	-0.78	0.3
CCC1(C)Cc2c(sc3nc4n(c(=O)c23)CCCS4)CO1 (centres undefined)	-2	-0.1	-0.15	1	7	123	nt	-1.1*	-1.1
O=C(COc1ccccc1Cl)NCc1ccncc1	13	-1.4	0.3	-4	-16	89	-5	0.23	0.3
COc1ccc2nc(NC(=O)c3cccc(OCc4c(C)noc4C)c3)sc2c1	18	0.0	0.93	70*	21	80	-7	0.41	0.1
CCOC(=O)C1=C(N)n2c(s/c(=C/c3ccco3)c2=O)=C(C(=O)OC)C1c1ccco1 (centres undefined)	16	1.1	-1.1	21	5	45	-24	0.48	0.5
CCOC(=O)C1CCCN(c2c(NCCN(C)Cc3ccccc3)c(=O)c2=O)C1 (centres undefined)	7	0.0	-0.59	-2	-4	82	-5	-0.54	0.2
O=C(NCc1ccco1)c1ccc(=O)oc1	nt	-2.5	0.56	nt	2	106	-15	0.12	0.1
Cc1nonc1NC(=O)CSc1nnc(-c2ccoc2C)n1CC(C)C	10	-0.4	-0.038	-5	-6	88	2	-0.5	-2.7
CCOC(=O)CSC1=C(C#N)C(c2ccccc2F)C(C(C)=O)=C(C)N1 (centres undefined)	8	-0.9	0.19	10	14	89	-26	-0.97	-0.2
O=C(CCCc1ccccc1)NCc1cn2ccsc2n1	21	-0.5	-0.29	-4	-21	69	-18	-0.24	0.6
CCS(=O)(=O)N1CCC(C(=O)N2CCc3ccccc3C2)CC1	18	-0.2	-0.35	5	-8	93	12	-0.02	0.1
O=C1c2ccccc2NC2CCCCCN12 (centres undefined)	16	0.9	0.76	-3	-4	134	3	-1.2	-0.9
O=c1c2c(nc3c(-c4cccc5ccccc45)c[nH]n13)CCC2	12	-0.6	-0.045	0	-13	57	nt	0.79	0.4
CC(=O)N1CCN(c2ccccc2NC(=O)COc2ccc(Cl)cc2Cl)CC1	-2	-0.8	-0.086	7	15	78	30	-1.4	0.0
O=C(CCN1C(=O)COc2ccccc21)N1CCN(c2ccccn2)CC1	-8	-0.5	-0.8	-7	-5	104	1	-0.13	-0.1
CC1CCN(C(=O)CSc2nc3ccccc3[nH]2)CC1	-13	-0.5	-0.096	-21	-6	94	-42	0.071	0.5
O=C(Nc1nnc(-c2ccc(Cl)cc2)o1)C1CCCCC1	7	-1.9	0.49	-4	2	96	13	0.31	0.1
Cc1c(C(=O)OCc2ccccc2)[nH]c2c1C(=O)CC(c1ccco1)C2 (centres undefined)	38	-1.3	-0.43	98*	84*	45	-1	-0.096	-1.1
CS(=O)(=O)N1CCN(C(=O)c2ccccc2F)CC1	2	-0.3	0.24	-7	1	94	nt	0.41	0.6
CC(C)CN(Cc1cc2ccccc2[nH]c1=O)C(=O)c1cccnc1	12	-0.6	nt	-6	-14	121	-21	nt	0.5
O=C(c1ccco1)N1CCN(C(=O)c2ccc(COc3ccc(F)cc3)o2)CC1	7	-1.2	1	7	-1	102	17	-0.24	-0.2
COC(=O)c1ccc(NC(=O)C2CCCN2S(=O)(=O)c2ccc(OC)cc2)cc1 (centres undefined)	13	-1.0	-0.92	3	2	136	4	-0.1	-0.4
CC1CN(S(=O)(=O)c2ccc(NC(=O)c3ccco3)cc2)CC(C)O1 (centres undefined)	17	nt	12*	nt	3	109	nt	-0.0071	-0.8
Cc1cc(C)nc(NC(=O)Nc2ccccc2C(F)(F)F)n1	16	-0.8	-0.44	45*	-1	96	-24	-0.27	-0.9
O=S(=O)(c1ccccc1)n1nc(-c2ccccc2)nc1NCc1ccco1	1	-0.6	0.53	-2	5	89	-2	0.3	-1.4
CC(=O)Nc1sc(C)c(C)c1CN1CCN(S(=O)(=O)c2ccccc2)CC1	12	nt	-0.29	nt	-3	nt	nt	0.57	0.3
Oc1ccc(N2CCN(C(c3cccs3)c3nnnn3CCc3ccccc3)CC2)cc1 (centres undefined)	0	-0.7	-0.78	-2	2	100	12	1.3	-2.7
COc1ccc2[nH]cc(C(=O)CN3CCCC(C)C3)c2c1 (centres undefined)	11	-0.6	0.021	8	11	97	24	0.34	-0.9
COc1ccc(OC)c(-n2nnnc2SCC(=O)Nc2ccc(C(=O)N3CCCCC3)cc2)c1	14	-1.3	-1.3	13	-8	103	8	-0.43	0.2
Cc1nnc(NC(=O)CSc2nnc(Cc3cccn3C)n2-c2cccc(C(F)(F)F)c2)s1	11	-0.1	-0.27	-12	-10	115	-12	0.77	0.7
Cc1cc(=O)oc(C)c1C(=O)N1CCN(C)CC1	nt	-0.8	-0.036	nt	1	61	-23	-0.75	0.3
COC(=O)c1ccsc1NC(=O)CSc1nnnn1-c1ccccc1SC	10	-0.7	0	-1	-10	88	-31	0.34	0.0
O=C(CN1CCCCC1)Nc1ccc(F)c(Cl)c1	23	nt	-1.1	nt	5	92	nt	1	-1.3
COc1ccc(C2C(C(=O)N3CCOCC3)=C(C)NC3=C2C(=O)CC(C)(C)C3)cc1O (centres undefined)	7	-0.9	-1.1	10	4	86	nt	-0.4	0.2
CCOC(=O)C1CCCN(C(=O)C2CCC(CNS(=O)(=O)c3ccc(NC(C)=O)cc3)CC2)C1 (centres undefined)	-1	-1.1	-0.4	4	10	94	-3	-0.13	-0.1
O=C(NCC(=O)N(CCc1ccccc1)C(C(=O)NC1CCCC1)c1cccnc1)c1ccco1 (centres undefined)	16	0.2	0.12	1	2	-19*	0	-0.069	-0.6

Shown with values under each structure: entries from further up
Second line of a record – HEK293 NFkB inh, S1P3 ag, M1 ag, Jurkat viability, HTR1E antagonist, Her2 expr inh, S1P1 ag pot, M1 antagonist, HTR1E agonist
O=C(NCC(=O)N(CCc1ccccc1)C(C(=O)NC1CCCC1)c1cccnc1)c1ccco1 (centres undefined)
    16, 0.2, 0.12, 1, 2, -19*, 0, -0.069, -0.6
Cc1cc(=O)oc(C)c1C(=O)N1CCN(C)CC1
    nt, -0.8, -0.036, nt, 1, 61, -23, -0.75, 0.3
CCOC(=O)C1CCCN(C(=O)C2CCC(CNS(=O)(=O)c3ccc(NC(C)=O)cc3)CC2)C1 (centres undefined)
    -1, -1.1, -0.4, 4, 10, 94, -3, -0.13, -0.1

Compound activity (PubChem BioAssay)
